aGal spleen mod = inhibits or activates alpha-galactosidase in human spleen homogenate | Potency, µM (highest dose often 80 µM), for inactives: at the top dose activity change, negative = inhibition, actives largely listed as inhibitors | human spleen homogenate, 4MU-alpha-Gal fluorescence, 40 min | P06280 | hit rate 0.008% among 240,000 | AID 2107;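 also: 0% = enzyme with vehicle and -100% = no enzyme basal signal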
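Spleen homogenate 1 ug + cpd (titration) + 4-MU-alpha-D-galactopyranoside 1 mM; 37C 40 min; 50 mM citrate/phosphate pH 5.0, 0.01% Tween-20; stop pH 10; fluorescence 365/440; AC50 via Hill.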
aGlu spleen mod = inhibits or activates alpha-glucosidase in human spleen homogenate. P10253. human spleen homogenate, 4-MU-alpha-glucoside fluorescence. Potency, µM (titrated, usually from 79.9 µM), inactives show at the top dose activity change, negative = inhibition, hits mostly inhibitors. hit rate 0.006% among 240,000;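 also: 0% = enzyme with vehicle and -100% = no enzyme basal signal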
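AC50 values come from Hill-equation fits of concentration-response data, normalized to no-enzyme and full-activity controls. Enzyme source: 1 ug human spleen homogenate; 1 mM fluorogenic 4-MU glucoside, pH 5.0 citrate buffer, 37 C, 40 min.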
GAA glycogen mod = alters human alpha-glucosidase cleavage of glycogen | P10253 | recombinant GAA, glycogen substrate, Amplex Red glucose oxidase fluorescence | Potency, µM (doses to about 76.4 µM), for the others: at the highest dose activity change, negative = inhibition, hits mostly inhibitors | hit rate 0.38% among 300,000 | AID 2100;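 also: 0% = full enzyme reaction and -100% = no-enzyme basal signal; the screen sought inhibitors and activators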
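Recombinant enzyme (4 nM final) with compounds titrated up to 77 uM and bovine liver glycogen (30 ug) in citrate pH 5.0, 0.01% Tween-20, 37 C 40 min. Released glucose detected by Amplex Red/glucose oxidase (Ex 573/Em 610); AC50 from Hill fits.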
RGS12 GoLoco inh = inhibitors of human Gai1-RGS12 GoLoco interaction (red fluorophore); hit rate 0.44% among 230,000; P63096; Potency, µM (highest dose often 61.6 µM), for the others: at the highest dose activity, negative = inhibition, most hits filed as inhibitors; Gai1:RGS12 GoLoco peptide FP, rhodamine, 10 min; active = well fitted inhibition curve with a large enough effect, not every such curve was filed as active; inactive = no such curve, though single readings can be large or run the other way; also: % is scaled to controls: 0 for no effect and ±100 for the full control effect; nearly all actives have a fitted effect of over 30% in size; many of its hits are not listed in these tables
Target sequence (P63096 whole entry, looked up): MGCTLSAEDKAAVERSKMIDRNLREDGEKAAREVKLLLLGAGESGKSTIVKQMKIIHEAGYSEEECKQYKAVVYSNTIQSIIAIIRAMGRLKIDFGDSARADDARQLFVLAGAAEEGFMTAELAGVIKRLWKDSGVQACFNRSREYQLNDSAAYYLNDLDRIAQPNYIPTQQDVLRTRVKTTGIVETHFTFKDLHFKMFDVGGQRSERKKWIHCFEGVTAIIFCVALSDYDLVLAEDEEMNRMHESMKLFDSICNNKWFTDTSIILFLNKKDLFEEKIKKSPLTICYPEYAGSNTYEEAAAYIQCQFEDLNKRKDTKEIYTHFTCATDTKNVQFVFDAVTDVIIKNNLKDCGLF
ALDH1A1 block = inhibitors of human aldehyde dehydrogenase 1A1; AID 1030; hit rate 7.3% among 220,000; Purified ALDH1A1, NADH fluorescence, propionaldehyde substrate; Potency, µM (series often up to 75.3 µM), inactives show at the top dose activity, negative = inhibition, actives largely listed as inhibitors; active = well fitted inhibition curve with a large enough effect, not every such curve was filed as active; inconclusive = small, poorly fitted or top-dose-only effect, or another doubt; inactive = no such curve, though single readings can be large or run the other way;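 also: plate controls were no enzyme wells and a reference inhibitor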
GAA inhib = blocks human lysosomal alpha-glucosidase; AID 1466; hit rate 0.005% among 200,000; Potency, µM (doses to about 76.9 µM), for the others: top-dose activity change, negative = inhibition, hits mostly inhibitors; purified human GAA, 4-MU-alpha-glucoside fluorescence;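 also: plate controls were uninhibited enzyme wells for no effect and no-enzyme background for full effect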
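Activity normalized between no-enzyme (basal) and enzyme-only wells. Conditions: 4 nM human enzyme, 400 uM fluorogenic substrate, citrate/phosphate pH 5.0 with Tween-20, 20 min room temperature, compounds up to 77 uM.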
KDM4E inh = inhibitors of human JMJD2E histone demethylase; JMJD2E catalytic domain, FDH-coupled NADH fluorescence (FDH is formaldehyde dehydrogenase); Potency, µM (top dose mostly 57.1 µM), for inactives: at the highest dose activity change, negative = inhibition, usual class: inhibitors; hit rate 1.6% among 230,000; active = well fitted inhibition curve with a large enough effect, not every such curve was filed as active; inconclusive = small, poorly fitted or top-dose-only effect, or another doubt; inactive = no such curve, though single readings can be large or run the other way;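 also: 0% = wells with enzyme and -100% = buffer wells without enzyme; nearly all actives have a fitted effect of over 50% in size; many of its hits are not listed in these tables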
Target sequence (B2RXH2 1-337 limits assumed): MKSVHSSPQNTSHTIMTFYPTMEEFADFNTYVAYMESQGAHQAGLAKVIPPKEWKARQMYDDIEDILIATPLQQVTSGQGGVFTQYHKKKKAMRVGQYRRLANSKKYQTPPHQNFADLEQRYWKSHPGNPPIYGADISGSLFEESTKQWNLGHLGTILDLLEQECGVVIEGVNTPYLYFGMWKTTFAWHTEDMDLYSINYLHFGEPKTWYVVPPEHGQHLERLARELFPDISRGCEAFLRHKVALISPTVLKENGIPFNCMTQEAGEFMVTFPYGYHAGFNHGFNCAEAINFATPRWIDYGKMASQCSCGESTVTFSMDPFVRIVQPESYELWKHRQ
SMN2 splice up = SMN2 splice variant enhancement; HEK293 SMN2-luciferase splicing reporter, luminescence, 30-36 h; Potency, µM (titrated, usually from 46.1 µM), inactives show at the highest dose activity change, positive = activation, actives largely listed as activators; hit rate 2.8% among 210,000; AID 1458; also: % of control where 0% means no effect; nearly all actives have a fitted effect of over 55% in size
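HEK293 cells carry an SMN2 minigene-luciferase reporter in which exon 7 inclusion puts luciferase in frame. Cells were seeded at 2000 cells/well, attached for 10-12 hours, then exposed to compounds for 30-36 hours at 37C before ONE-Glo luminescence.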
* marks the source's active call; other numbers are inactive results; ? = inconclusive; . = no result given; [ ] = remark or other dose. Unless noted, calls follow the shape of the dose curve; as a rule, active = well fitted curve in the direction sought with a large enough effect; inconclusive = small, poorly fitted or top-dose-only effect, or another doubt; inactive = no such curve, though single readings can be large; an effect the other way counts as inactive or inconclusive. Potency is read from the fitted curve at half-maximal effect. This is a subset, so the mix of outcomes need not match the whole.

nr	Compound	aGal spleen mod	aGlu spleen mod	GAA glycogen mod	RGS12 GoLoco inh
1	CN1CCN(CC(=O)N(Cc2c(C#N)c3ccccc3n2C)c2ccccc2)CC1	-5%	-1%	7%	12%
2	Cc1ccc(CC2C(=O)N(c3nc(C)cc(C)n3)C(=O)C2C)cc1 (configuration not stated)	-4%	-2%	2%	1%
3	O=C(O)c1c2c(nc3ccccc13)/C(=C/c1ccc(O)cc1)CCC2	1%	-3%	-16%	0%
4	CCC(=O)N(Cc1ccco1)c1nc(-c2cc(OC)ccc2OC)cs1	-6%	-11%	3%	1%
5	CC(c1ccccc1)N1CCn2c(nc3cc(NC(=O)c4cccs4)ccc32)C1 (configuration not stated)	-11%	-16%	4%	6%
6	Cc1cc(-c2ccccc2)nc(SCC(=O)N2CCCC2)n1	0%	4%	7%	-8%
7	CCOC(=O)C1CCCN(S(=O)(=O)c2ccc(S(N)(=O)=O)cc2)C1 (configuration not stated)	0%	2%	2%	6%
8	COC(=O)c1cc(C)sc1NC(=O)C1C2C=CC(CC2)C1C(=O)O (configuration not stated)	0%	-3%	5%	9%
9	O=C(c1ccccc1)c1cnc(Nc2ccccc2Cl)s1	-11%	-2%	-1%	8%
10	CCn1c(=O)cc(OCC(=O)Nc2cccc(C)n2)c2ccccc21	-6%	-6%	3%	-2%
11	O=C(N/N=C/c1cn(-c2ccccc2)nc1-c1ccccc1)c1ccco1	-3%	-4%	1%	-2%
12	O=c1c(-c2ccccc2)nc2cnc(Oc3ccccc3)nc2n1C[C@H]1CCCO1	4%	-9%	.	-7%
13	CCCCCOC(=O)Cc1c(O)c2ccccc2[nH]c1=O	-1%	-1%	3%	3%
14	COc1ccc(-c2cc(C(=O)N/N=C/c3ccc4c(c3)OCO4)c3ccccc3n2)c(OC)c1	4%	2%	-4%	7%
15	CC(=O)OCC(=O)[C@@]1(O)[C@H](C)C[C@@H]2[C@H]3CCC4=CC(=O)C=C[C@]4(C)[C@]3(F)[C@@H](O)C[C@@]21C	1%[29.1 µM]	-8%[29.1 µM]	.	4%[21.6 µM]

nr	ALDH1A1 block	GAA inhib	KDM4E inh	SMN2 splice up
1	?	2%	1%	26%
2	9%	11%	4%	8%
3	0%	2%	?	20%
4	-1%	3%	-7%	-23%
5	?	-6%	?	6%
6	-1%	5%	-10%	12%
7	?	-2%	9%	-62%[inhibitor]
8	-3%	-1%	?	-1%
9	?	1%	?	20µM*
10	4%	0%	4%	-18%
11	108%[activator]	-4%	?	?
12	?	.	.	.
13	?	-6%	?	14%
14	?	-23%	56%[activator]	349%
15	-2%[20.9 µM]	.	-3%[25.5 µM]	-2%[20.6 µM]

(listing goes on)
nr	Compound	aGal spleen mod	aGlu spleen mod	GAA glycogen mod	RGS12 GoLoco inh
16	Cc1cc(NC(=O)Cn2cnc3sc(C)c(-c4ccccc4)c3c2=O)no1	4%	-4%	1%	10%
17	CN1CCN(c2ccc(NC(=O)c3sc4ccccc4c3Cl)cc2)CC1	-3%	0%	5%	5%
18	C/C(=N\NC(=O)c1cccnc1)c1cc2ccccc2o1	-6%	.	-4%	13%
19	Cc1nc2cc(NC(=O)N3c4ccccc4CC3C)ccc2n1C (configuration not stated)	4%	-2%	-9%	7%
20	COc1ccc(-n2c(=O)c3ccccc3n(CC(=O)OCc3ccccc3)c2=O)cc1OC	-5%	-3%	4%	3%
21	COc1ccc(/C=C/C(=O)O)cc1COc1ccccc1C	7%	-10%	2%	8%
22	CCOC(=O)C1=C(C)N(CCCC(=O)NCc2ccc3c(c2)OCO3)C(=O)NC1c1ccc(Br)cc1 (configuration not stated)	-2%	0%	3%	2%
23	COc1ccc(-c2nc[nH]c2[N+](=O)[O-])cc1	0%	2%	-4%	8%
24	CCCNC(=O)c1ccc2nc(-c3ccccc3)c(-c3ccccc3)nc2c1	3%	-6%	-3%	1%
25	CSc1cccc(NC(=O)C2CCCN2S(=O)(=O)c2ccc(Br)s2)c1 (configuration not stated)	-8%	-4%	-12%	3%
26	O=c1cc(-c2ccccc2Cl)oc2c(NS(=O)(=O)c3ccccc3C(F)(F)F)ccc(O)c12	-3%	-2%	-19%	8%
27	N#Cc1nc(-c2ccc(OCc3ccc(Cl)cc3)cc2)oc1N1CCOCC1	1%	6%	15%	.
28	Cc1cc(NC(=O)CSc2nnc(C)n2-c2ccccc2)no1	-14%	-1%	3%	0%
29	COc1ccc(-c2nc3cnc(N(C)C)nc3n(CCc3ccccc3)c2=O)cc1	5%	2%	.	0%
30	CCCCSc1nc(O)cc(=O)n1CC	-1%	-6%	12%	7%

nr	ALDH1A1 block	GAA inhib	KDM4E inh	SMN2 splice up
16	-1%	2%	-2%	-13%
17	?	5%	?	3%
18	-1%	?	1%	1%
19	-2%	0%	5%	2.8µM*
20	6%	-2%	-9%	-34%[inhibitor]
21	9%	-2%	2%	22%
22	11%	0%	-3%	-8%
23	-3%	-6%	-5%	12%
24	?	?	?	7%
25	-3%	-5%	0%	-17%
26	.	.	-24%	.
27	11%	3%	13%	.
28	12%	10%	-4%	6%
29	?	.	.	9%
30	4%	-1%	-7%	13%

(next part)
nr	Compound	aGal spleen mod	aGlu spleen mod	GAA glycogen mod	RGS12 GoLoco inh
31	COc1ccccc1OCCOC(=O)Nc1ccccc1	-5%	-5%	12%	.
32	COc1ccc2cc(C(=O)NCCO)sc(=O)c2c1OC	-5%	0%	6%	11%
33	O=c1[nH]cnc2cc(Cl)ccc12	-1%	1%	4%	12%
34	COc1ccc2c(c1)C(C)CC(C)(C)N2C(=O)NC1CCCCC1 (configuration not stated)	2%	1%	-1%	8%
35	COCCOC(=O)c1cc(C(=O)c2cc(F)ccc2O)coc1=N	?	15%	3%	83%[activator]
36	Cc1ccc(S(=O)(=O)N2CC=C(C(=O)NCCC(C)C)CC2)cc1	3%	6%	-4%	1%
37	COc1ccccc1-c1nc(SCC(=O)O)n[nH]1	2%	0%	2%	9%
38	CCN(CC)C(=O)C1=C(C)Nc2ncnn2C1c1cccnc1 (configuration not stated)	-4%	2%	-22%	7%
39	COc1cc(NS(=O)(=O)c2ccc(N/C=C(\C=O)c3nc4ccccc4o3)cc2)nc(OC)n1	3%	-2%	15%	.
40	COc1ccc(CCn2c(=S)[nH]c3ccc(N4CCOCC4)cc3c2=O)cc1OC	3%	-1%	-10%	-15%
41	Cc1cnc(NC(=O)C(C)N2C(=O)C3CC=CCC3C2=O)s1 (configuration not stated)	0%	-4%	8%	2%
42	NS(=O)(=O)c1ccc(NCc2cc(Cl)ccc2OCc2ccc(F)cc2)cc1	-6%	-8%	-3%	18%
43	Cc1cc(/C=C2/C(=N)N3C(=NC2=O)SN=C3S(C)(=O)=O)c(C)n1-c1ccccc1F	-5%	-2%	3%	19%
44	C=CCOc1ccc(C2C(C#N)=C(N)N(Nc3ccccc3)C3=C2C(=O)CC(C)(C)C3)cc1OC (configuration not stated)	13%	-1%	-10%	-1%
45	O=[N+]([O-])c1ccc(SCCO)nc1SCCO	-9%	-16%	8%	0%

nr	ALDH1A1 block	GAA inhib	KDM4E inh	SMN2 splice up
31	6%	-2%	-8%	.
32	3%	?	?	11%
33	20%	3%	6%	-4%
34	-3%	-3%	-27%	-6%
35	?	?	?	-3%
36	.	.	9%	.
37	0%	-4%	-5%	-22%
38	8%	4%	11%	0%
39	-15%	0%	-5%	.
40	?	-8%	?	-14%
41	8%	-6%	6%	0%
42	19%	-6%	1%	-70%[inhibitor]
43	?	-8%	?	13µM*
44	?	5%	?	-10%
45	?	-5%	-3%	.

Remaining list, next part:
nr	Compound	aGal spleen mod	aGlu spleen mod	GAA glycogen mod	RGS12 GoLoco inh
46	Cc1nnc(SCc2cc(=O)[nH]c(/N=C(\N)Nc3ccccc3Sc3ccccc3)n2)s1	0%	-2%	5%	7%
47	CCNc1nc(CSc2ccccc2)nc2sc(C)c(C)c12	17%	11%	7%	.
48	Cn1cc(C(=O)c2ccc(Cl)cc2)cc1-c1nc2ccccc2n1C	0%	1%	-1%	6%
49	Cc1ccc(N2C(=O)CC(N3CCN(c4ccccn4)CC3)C2=O)cc1 (configuration not stated)	-5%	0%	8%	10%
50	COCCOC(=O)C1=C(C)NC(C)=C(C(=O)OC(C)C)[C@H]1c1cccc([N+](=O)[O-])c1	3%[29.1 µM]	9%[29.1 µM]	.	3%[21.6 µM]
51	COc1ccc(C(OC(=O)c2ccco2)C(=O)NCc2ccc(C)cc2)cc1 (configuration not stated)	2%	-21%	-3%	-5%
52	O=C(Nn1cnnc1)c1cc(-c2cccc(Br)c2)nc2ccccc12	21%	4%	2%	13%
53	O=C(CCC(=O)c1ccc(Br)cc1)Nc1cccc(C(F)(F)F)c1	-6%	-11%	-3%	3%
54	COc1cccc2[nH]c3c(Cl)ncnc3c12	6%	5%	6%	-19%
55	Cn1c(=O)c2c(nc(Cl)n2Cc2ccc(Cl)c(Cl)c2)n(C)c1=O	10%	0%	1%	1%

nr	ALDH1A1 block	GAA inhib	KDM4E inh	SMN2 splice up
46	4%	-5%	2%	.
47	?	-4%	-4%	.
48	3%	9%	-2%	-61%[inhibitor]
49	-3%	9%	-4%	4%
50	5%[20.9 µM]	.	3%[25.5 µM]	4%[20.6 µM]
51	3%	-3%	1%	-4%
52	.	.	-17%	.
53	0%	-5%	0%	-17%
54	11%	15%	3%	-14%
55	12%	-2%	5%	-51%[inhibitor]

Bioassay records as filed in PubChem BioAssay.
